TRPC6 inhibitor – mouse TRPC6 channel inhibitors, primary screen, cell-based, HEK293, membrane potential dye. Short transient receptor potential channel 6 (Mus musculus), Q61143. ACh-evoked depolarization; stronger effect = lower value. B-score at 10 µM. 310,000 compounds, 1.1% hits. AID 2553, 2010;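 active means B-score under library mean minus 3 SD, initial fluorescence not abnormally high, positive integrated signal ratio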;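 further: B-score derived from integrated fluorescence ratio over the kinetic read; more negative B-score means stronger inhibition of depolarization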
Target sequence (Q61143 whole entry, looked up): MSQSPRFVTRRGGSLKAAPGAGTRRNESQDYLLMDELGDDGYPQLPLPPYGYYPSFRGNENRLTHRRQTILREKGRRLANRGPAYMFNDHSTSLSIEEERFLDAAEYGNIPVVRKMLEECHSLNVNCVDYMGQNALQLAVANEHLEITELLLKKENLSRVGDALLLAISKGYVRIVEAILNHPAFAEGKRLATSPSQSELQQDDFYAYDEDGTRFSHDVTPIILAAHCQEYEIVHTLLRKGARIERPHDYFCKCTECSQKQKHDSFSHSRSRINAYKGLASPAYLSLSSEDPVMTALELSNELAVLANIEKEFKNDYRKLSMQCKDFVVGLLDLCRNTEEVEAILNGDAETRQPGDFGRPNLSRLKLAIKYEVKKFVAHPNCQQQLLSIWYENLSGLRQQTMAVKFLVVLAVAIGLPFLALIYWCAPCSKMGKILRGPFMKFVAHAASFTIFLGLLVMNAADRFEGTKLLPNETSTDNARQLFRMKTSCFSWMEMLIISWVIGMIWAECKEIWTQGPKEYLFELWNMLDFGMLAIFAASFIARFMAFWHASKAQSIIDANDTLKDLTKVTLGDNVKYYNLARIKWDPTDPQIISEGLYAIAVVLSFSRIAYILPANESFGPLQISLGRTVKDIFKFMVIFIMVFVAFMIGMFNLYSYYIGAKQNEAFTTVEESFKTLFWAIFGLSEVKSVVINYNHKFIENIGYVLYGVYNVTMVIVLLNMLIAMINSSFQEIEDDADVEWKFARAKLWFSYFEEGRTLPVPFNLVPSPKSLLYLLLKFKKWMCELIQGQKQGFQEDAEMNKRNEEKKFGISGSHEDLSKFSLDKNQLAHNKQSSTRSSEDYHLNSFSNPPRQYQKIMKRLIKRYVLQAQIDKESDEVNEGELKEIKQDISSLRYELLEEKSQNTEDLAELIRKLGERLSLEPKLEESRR
MrgX1 allo act – positive allosteric modulators of MrgX1, primary screen, HEK293 cells, Fluo-4 calcium flux | Mas-related G-protein coupled receptor member X1 (Homo sapiens), Q96LB2 | FDSS; stronger effect = higher value | 310,000 compounds, 0.63% hits | B-score at 10 µM | AID 588675, 2011;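 active means plate-corrected calcium response at least 3 library SD above typical, normal starting fluorescence, not activating the receptor alone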;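 further: compound read alongside a low EC10 to EC30 dose of BAM8-22 agonist; peak minus trough fluorescence over baseline measured at the second addition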
Platelet DG rel – inhibitors of platelet dense granule secretion, primary screen, cell-based, MLPCN, human platelets. 300,000 compounds, 0.22% hits. human platelet-rich plasma, SFLLRN dense granule ATP release, luminescence. AID 1663, 2009. inhibition, %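 (compounds screened at 7.5 µM in platelet-rich plasma)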;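 active means mean replicate score, as percent of positive control, at or above 50; inconclusive means mean below 50 but at least one replicate at or above 50; inactive means mean and every replicate below 50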
RGS4 act – RGS4 potentiators or activators, primary screen, cell-based, HEK293 M3R inducible RGS4, calcium flux; carbachol calcium flux Fluo4; stronger effect = lower value; 310,000 compounds, 0.92% hits; AID 463111, 2010; B-score at 10 µM;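 active means B-score of the integrated calcium signal more than 4 SD below the library mean, with starting fluorescence not abnormally high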;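 further: negative B-score means reduced calcium response which marks RGS4 activation or potentiation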
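Material: M3R-expressing HEK293 line, RGS4 induced by doxycycline | Schedule: Overnight RGS4 induction, 30 min dye load 37 °C, 20 min compound RT | Measured by: Fluo4 fluorescence kinetic imaging of calcium | Read-out: Integrated calcium ratio converted to B score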
HIF act – HIF pathway transcriptional activators, primary screen, cell-based, U2OS HRE-luciferase, luminescence; activation, % at 7.5 µM (by protocol); 300,000 compounds, 0.32% hits; U2OS HRE-luciferase reporter; normalized: DMSO 0%, desferrioxamine 100%;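 active means mean activation of at least 10% of the iron chelator positive control signal, with at least half of replicates also reaching 10%; inconclusive means mean and replicate majority disagree about reaching 10%; inactive means mean and most replicates under 10%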
MrgX1 antag – antagonists of human MrgX1 receptor, primary screen, HEK293 cells, Fluo-4 calcium flux | Mas-related G-protein coupled receptor member X1 (Homo sapiens), Q96LB2 | BAM8-22 antagonism; stronger effect = lower value | B-score at 10 µM | 310,000 compounds, 1.3% hits | AID 588676, 2011;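 active means calcium-response B-score plate-corrected more than 3 library SD below zero, starting fluorescence within 5 deviations, no agonist response on first addition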;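 further: peak minus trough fluorescence over baseline after final BAM8-22 challenge near maximal dose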
SKKanGAS inh – S. pyogenes SKKanGAS growth inhibitors in kanamycin, primary screen, streptokinase expression inhibitor project, SKKanGAS strain, BacTiter-Glo luminescence | 6 h | inhibition, % at 7.5 µM | 300,000 compounds, 1.3% hits | AID 1662, 2009;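 active means mean replicate score, as percent of positive control median, at least 50; inconclusive means mean below 50 but one replicate at or above 50; inactive means mean and every replicate below 50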;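 further: strain carries kanamycin resistance gene driven by streptokinase promoter and grows in 40 µg/ml kanamycin; loss of luminescence reflects streptokinase promoter inhibition or plain growth inhibition; 0% = median of DMSO wells and 100% = positive control at its reference dose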
TRPC6 act – mouse TRPC6 channel activators, primary screen, cell-based, HEK293, membrane potential dye; AID 2550, 2010; 310,000 compounds, 0.13% hits; B-score at 10 µM; HEK293-TRPC6 membrane potential dye fluorescence; stronger effect = higher value;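 active means B-score of the integrated fluorescence ratio above library mean plus 3 SD, and starting fluorescence ratio within library mean plus 5 SD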;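 further: higher score means more depolarization so channel activation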
MrgX1 ag – agonists of human MrgX1 receptor, primary screen, HEK293 cells, Fluo-4 calcium flux | Fluo-4 calcium fluorescence, agonist mode; stronger effect = higher value | Mas-related G-protein coupled receptor member X1 (Homo sapiens), Q96LB2 | 310,000 compounds, 0.44% hits | AID 588627, 2011 | B-score at 10 µM;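 active means calcium response B-score plate-corrected fluorescence ratio at least 3 library SD, with starting fluorescence B-score inside 5 SD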
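System: HEK293 cells stably expressing human MrgX1 receptor; Dosing: test compound in the initial addition of three; Schedule: overnight plating, then 30 min 37 °C plus 30 min room-temperature dye loading; Detection: kinetic calcium dye fluorescence, Fluo-4 NW; Controls: per-plate positive and negative controls for Z′ factor.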
TRPC4 inh – inhibitors of mouse TRPC4 channel, primary screen, Fluo4 calcium, HEK293 TRPC4beta/mu-opioid cells; 300,000 compounds, 0.39% hits; Short transient receptor potential channel 4 (Mus musculus), Q9QUQ5; B-score at 10 µM; DAMGO-evoked Fluo4 calcium flux; stronger effect = lower value; AID 2247, 2010;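 active means B-score over 3 SD under the library average, no early fluorescence shift, positive overall ratio signal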
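Assay system: Stable TRPC4beta/mu-opioid receptor HEK293 cells | Reagent: DAMGO in two steps, submaximal then maximal | Compound dosing: Single concentration per test compound | Signal: Fluo4 Ca2+ flux fluorescence | Evaluation: Per-well B score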
RGS4 block – RGS4 inhibitors, primary screen, cell-based, HEK293 M3R inducible RGS4, calcium flux | Regulator of G-protein signaling 4 (Homo sapiens), P49798 | AID 463165, 2010 | 310,000 compounds, 0.45% hits | Fluo-4 calcium flux; stronger effect = higher value; triggered by carbachol at its EC20 | B-score at 10 µM;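 active means B-score, a plate-corrected calcium signal, over three deviations above library mean, with baseline fluorescence within five deviations of library mean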;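 further: RGS4 expression induced by doxycycline in cells with stable M3 receptor; B-score is computed from the integrated fluorescence ratio over baseline after carbachol; higher B-score means a larger calcium signal and so more RGS4 inhibition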
Target sequence (P49798 whole entry, looked up): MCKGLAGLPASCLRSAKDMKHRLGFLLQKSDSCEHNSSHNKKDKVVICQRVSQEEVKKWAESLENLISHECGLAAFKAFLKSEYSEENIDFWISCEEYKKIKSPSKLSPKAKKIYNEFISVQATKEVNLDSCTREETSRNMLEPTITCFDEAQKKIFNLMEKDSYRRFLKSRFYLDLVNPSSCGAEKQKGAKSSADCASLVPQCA
Active calls of the source: *; i = inactive; ? = inconclusive; · = no result given. No enrichment for hits, and some 6.1% of all compounds hit somewhere here.

Compound,RGS4 block,TRPC6 inhibitor,RGS4 act,MrgX1 antag,SKKanGAS inh,TRPC4 inh,TRPC6 act,Platelet DG rel,MrgX1 ag,HIF act,MrgX1 allo act
CCCCC(=O)Nc1nnc(S(=O)(=O)N(CC)c2ccccc2)s1,i,i,i,i,13,i,i,-5,i,1.0,i
Cc1onc(-c2ccccc2Cl)c1C(=O)Nc1cc(=O)n(C)c(=O)n1C,i,i,i,i,-2,i,i,3,i,-0.2,i
CCOC(=O)c1cn(C2CC2)c2c(F)c(NCCCN(C)C)c(F)cc2c1=O,i,-7.4*,i,i,-2,i,i,-10,i,-0.4,i
N/C(CC(=O)Nc1ccc(F)c(Cl)c1)=N\OC(=O)c1cccs1,i,i,i,i,-5,i,i,6,i,0.1,i
CCOC(=O)/C=C1\NC(C)(C)Cc2cc(OC)c(OC)cc21,i,i,i,i,-8,i,i,1,i,0.5,i
CN1CCN(C(=O)CCS(=O)(=O)c2cc3c(cc2Cl)NC(=O)CO3)CC1,i,i,i,i,-2,i,i,4,i,0.1,i
CCCc1c(C(=O)N/N=C/c2ccccc2C(F)(F)F)nnn1-c1nonc1N,i,i,i,i,0,i,i,1,i,0.1,i
CC(C)c1nc(Cl)c(C#N)c2c1CSC(C)(C)C2,i,i,i,i,4,i,i,6,i,-0.3,i
Cc1ccnc(N2C(=O)c3cccc4c([N+](=O)[O-])ccc(c34)C2=O)c1,i,i,i,-5.2*,-3,i,i,-2,i,1.7,i
Cc1csc(-c2cccnc2)n1,i,i,i,i,-12,i,i,-16,i,-50,i
CCn1ccnc1CNC(=O)CC1C(=O)NCCN1Cc1ccc(F)cc1Cl (configuration not stated),i,i,i,i,-6,i,i,-8,i,-0.3,i
Cc1cccn2c(=O)c3cc(C(=O)NC4CCCC4)c(=N)n(Cc4ccc(F)cc4)c3nc12,i,i,i,i,5,i,i,3,i,0.3,i

Going on with the list.
Compound,RGS4 block,TRPC6 inhibitor,RGS4 act,MrgX1 antag,SKKanGAS inh,TRPC4 inh,TRPC6 act,Platelet DG rel,MrgX1 ag,HIF act,MrgX1 allo act
CCCSc1cc(NCCOC(C)=O)c([N+](=O)[O-])c2nonc12,i,i,i,i,4,i,i,?,i,-0.2,i
COc1cc(NC(=S)N2CCc3ccccc3C2)cc(OC)c1,i,i,i,i,1,i,i,-7,i,0.5,i
COc1cc2nc(N(CCCN(C)C)C(=O)c3ccc(S(=O)(=O)N4CCc5ccccc54)cc3)sc2cc1OC,i,i,i,i,8,i,i,-38,i,0.2,i
CC(CCc1ccccc1)NC(=O)c1cncc(Br)c1 (configuration not stated),i,i,i,i,-3,i,i,-4,i,0.1,i
CN(CCCNC(=O)C1CCC(=O)N1Cc1ccc(F)cc1)c1ccccc1 (configuration not stated),i,i,i,i,5,i,i,6,i,-0.1,i
O=C(O)c1ccc(CSc2nnc(-c3ccncc3)n2CC2CCCO2)cc1 (configuration not stated),i,i,i,i,1,i,i,-1,i,0.0,i
CCC(=O)Nc1nnc(SCC(=O)c2ccc3c(c2)Cc2ccccc2-3)s1,i,i,i,i,6,i,i,5,i,2.1,i
c1ccc(-n2nnnc2NCCc2c[nH]c3ccccc23)cc1,i,i,i,i,-14,i,i,-15,i,-0.7,i
Cc1ccc(C)c(OCCC(=O)OCC(=O)Nc2ccc(C)c(S(=O)(=O)N3CCCCC3)c2)c1,i,i,i,i,5,i,i,0,i,1.4,i
C=CCSc1ncnc2sc(C)c(C)c12,i,i,i,i,8,i,i,2,i,-0.1,i
O=C(CCNS(=O)(=O)c1cccc2nsnc12)NCCc1ccccc1,i,i,i,i,1,i,i,-1,i,-0.1,i
CCN(CC)CC(=O)N1c2ccccc2Oc2c(c(=O)n(C)c(=O)n2C)C1c1cccc([N+](=O)[O-])c1 (configuration not stated),i,i,i,i,-4,i,i,3,i,-0.2,i

Further entries.
Compound,RGS4 block,TRPC6 inhibitor,RGS4 act,MrgX1 antag,SKKanGAS inh,TRPC4 inh,TRPC6 act,Platelet DG rel,MrgX1 ag,HIF act,MrgX1 allo act
CCN(CC)CCCN(Cc1cc2cc3c(cc2[nH]c1=O)OCCO3)C(=O)Nc1ccccc1,i,i,i,i,2,i,i,11,i,0.6,i
Cc1cc(C)cc(-n2nnc(C(=O)NCc3ccc4c(c3)OCO4)c2N)c1,i,i,i,i,0,i,i,0,i,-0.1,i
S=C(Nc1ccc(Br)cc1Cl)NC1CCN(Cc2ccccc2)CC1,i,i,i,i,0,i,i,6,i,-0.3,i
Cc1cc(C2(O)C(=O)Nc3ccccc32)ccc1F (configuration not stated),i,i,i,i,4,i,i,3,i,-0.1,i
O=C(CN(CCc1ccccc1)C(=O)CNS(=O)(=O)c1ccccc1)NCC1CCCO1 (configuration not stated),i,i,i,i,-4,i,i,-1,i,-0.4,i
COc1ccc(Br)cc1-c1nc2c(c(=O)[nH]c(=O)n2Cc2ccccc2)n1C,i,i,i,i,15,i,i,-1,i,0.1,i
CC1=NN(c2ccc(Cl)cc2)C(=O)C1C(c1ccccc1O)c1c(C)[nH]n(-c2ccc(Cl)cc2)c1=O (configuration not stated),i,i,i,i,3,i,i,29,i,0.2,i
O=C(CN1CCCCCC1)Nc1ccc(Cl)cn1,i,i,i,i,-3,i,i,-5,i,-43,i
Cc1ccc(Oc2nc3ccccc3n3c(C)nnc23)cc1,i,i,i,i,6,·,i,2,i,0.1,i
O=C(COc1ccc(-c2nnco2)cc1)N1CCN(S(=O)(=O)c2ccccc2)CC1,i,i,i,i,-6,i,i,4,i,-0.7,i
Cc1ccc(-n2c(=O)[nH]c3cc(C(=O)NC4CCN(Cc5ccccc5)CC4)ccc3c2=O)cc1,i,i,i,i,-2,i,i,6,i,-0.2,i
C/C(=N\NC(=S)NCc1ccccc1)c1ccc(C)o1,i,i,i,i,5,i,i,3,i,0.2,i

Further records
Compound,RGS4 block,TRPC6 inhibitor,RGS4 act,MrgX1 antag,SKKanGAS inh,TRPC4 inh,TRPC6 act,Platelet DG rel,MrgX1 ag,HIF act,MrgX1 allo act
CCOC(=O)C1CCCN(c2c(N3CCN(C4CCCCC4)CC3)c(=O)c2=O)C1 (configuration not stated),i,i,i,i,-1,i,i,-8,i,-0.2,i
c1csc(-c2noc(CN3CCOCC3)n2)c1,i,i,i,i,-1,i,i,4,i,0.7,i
C/C(=N\Nc1ncc(Cl)cc1Cl)c1ccc(OC(F)F)cc1,i,i,i,i,3,i,i,2,i,0.4,i
CCOC(=O)c1c(NC(=O)C2CC(Cl)=CCC2C(=O)O)sc2c1CC(C)(C)OC2 (configuration not stated),i,i,i,i,11,i,i,-1,i,-0.1,i
Cc1ccc(C(=O)CSc2nnc(CNc3nc(-c4ccccc4)cs3)n2C)cc1,i,i,i,i,13,i,i,-2,i,-0.1,i
Cc1ccc(S(=O)(=O)N(C)CCCC(=O)N2CCCCC2)cc1,i,i,i,i,1,i,i,11,i,0.3,i
CCOc1cc(N2CCOCC2)c(OCC)cc1NC(=O)Cc1cccc(OC)c1,i,i,i,i,-14,i,i,-5,i,-1.5,i
Cc1ccc2nc(Cc3ccc(N)cc3)[nH]c2c1,i,i,i,i,4,i,i,0,i,·,i
CC(C)=N/N=C1/NC(=O)C(CC(=O)Nc2cc(Cl)ccc2C)S1 (configuration not stated),i,i,i,i,3,i,i,20,i,-0.7,i
COc1cc(C)ccc1OCc1cc(C(=O)N2CCN(C)C[C@@H]2c2ccccc2)no1,i,i,i,i,-9,i,i,12,i,6.1,i
COc1cccc(OC)c1C(=O)NC(=S)Nc1ccc2oc(-c3ccncc3)nc2c1,i,i,i,i,35,i,i,2,i,0.2,i
COc1ccccc1NC(=O)C(C)N1CCN(C/C=C/c2ccccc2)CC1 (configuration not stated),i,i,i,i,-2,i,i,-1,i,-0.1,i

Next structures.
Compound,RGS4 block,TRPC6 inhibitor,RGS4 act,MrgX1 antag,SKKanGAS inh,TRPC4 inh,TRPC6 act,Platelet DG rel,MrgX1 ag,HIF act,MrgX1 allo act
O=S(=O)(Nc1ccc(N2CCOCC2)cc1)c1ccc(Cl)s1,i,i,i,i,-4,i,i,-2,i,-0.1,i
Cc1c(C(=O)Cc2ccccc2)n(C)c2ccccc12,i,i,i,i,-1,i,i,13,i,-0.1,i
O=C(O)CC(NC(=O)Cc1ccccc1)c1cc([N+](=O)[O-])ccc1Cl (configuration not stated),i,i,i,i,-4,i,i,-1,i,0.1,i
NC(=O)[C@@H]1CCCN1Cc1c(C(=O)N2CCN(C3CCCCC3)CC2)nc2ccccn12,i,i,i,i,-1,i,i,-5,i,-0.3,i
O=C(CN1CCN(c2ccc(F)cc2)CC1)Nc1ccccc1Br,i,i,i,i,3,i,i,2,i,1.0,i
Cc1ccc(-c2nnc(OCc3cccnc3)c3ccccc23)cc1,i,i,i,i,0,i,i,-1,i,0.5,i
COc1ccc2c(c1)Cc1sc(NC(=O)c3cccs3)nc1-2,i,i,i,i,14,i,i,15,i,2.9,i
Cc1ccc(S(=O)(=O)c2nnn3c2nc(N2CCCCC2)c2ccccc23)cc1,i,i,i,i,15,i,i,-5,i,0.8,i
NC(=O)c1ccc(-n2nnnc2SCC(=O)Nc2ccccc2-c2ccccc2)cc1,i,i,i,i,-5,i,i,-2,i,0.0,i
CCC(C)NC(=O)CN1C(=O)COc2ccc(S(=O)(=O)N3CCOCC3)cc21 (configuration not stated),i,i,i,i,-8,i,i,2,i,-0.3,i
